Mtb FBA inh – Mtb fructose-bisphosphate aldolase inhibition; purified M. tuberculosis FBA, fluorescence read-out; 360,000 compounds, 2.3% hits; inhibition, % at 1 µM; P9WQA3; in the data active means inhibition above about 27%;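 further: 0% = vehicle and 100% = reference inhibitor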
Target sequence (P9WQA3 whole entry, looked up): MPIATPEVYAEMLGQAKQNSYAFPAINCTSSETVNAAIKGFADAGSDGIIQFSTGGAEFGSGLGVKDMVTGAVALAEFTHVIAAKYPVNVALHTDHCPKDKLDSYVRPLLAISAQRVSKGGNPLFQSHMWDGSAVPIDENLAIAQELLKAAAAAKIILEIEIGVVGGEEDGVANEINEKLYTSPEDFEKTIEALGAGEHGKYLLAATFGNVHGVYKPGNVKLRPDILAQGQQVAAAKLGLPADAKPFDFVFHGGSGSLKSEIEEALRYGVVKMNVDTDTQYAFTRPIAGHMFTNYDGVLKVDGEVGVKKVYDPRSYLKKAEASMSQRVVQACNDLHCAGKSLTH
Anthrax LF prot – blocks Bacillus anthracis lethal factor protease; P15917; multiplex microsphere protease cleavage assay, LF; inhibition, % at 10 µM; 360,000 compounds, 0.12% hits; AID 588501; further: plate controls were buffer without enzyme for full effect and enzyme alone for no effect
BoNT-A LC inh2 – inhibitors of Botulinum neurotoxin A light chain protease; 360,000 compounds, 0.17% hits; inhibition, % at 10 µM; AID 588499; multiplex microsphere protease substrate cleavage, flow cytometry; further: plate controls were buffer without enzyme for full effect and enzyme alone for no effect
Mtb UGM inh – Mtb UDP-galactopyranose mutase inhibition. purified UGM, fluorescence polarization probe displacement. inhibition, % at 10 µM. 320,000 compounds, 0.06% hits; in the data active means inhibition above about 10%, passing the limit was not always enough; inconclusive means no clear call, values can overlap the other calls
Target sequence (P9WIQ1 whole entry, looked up): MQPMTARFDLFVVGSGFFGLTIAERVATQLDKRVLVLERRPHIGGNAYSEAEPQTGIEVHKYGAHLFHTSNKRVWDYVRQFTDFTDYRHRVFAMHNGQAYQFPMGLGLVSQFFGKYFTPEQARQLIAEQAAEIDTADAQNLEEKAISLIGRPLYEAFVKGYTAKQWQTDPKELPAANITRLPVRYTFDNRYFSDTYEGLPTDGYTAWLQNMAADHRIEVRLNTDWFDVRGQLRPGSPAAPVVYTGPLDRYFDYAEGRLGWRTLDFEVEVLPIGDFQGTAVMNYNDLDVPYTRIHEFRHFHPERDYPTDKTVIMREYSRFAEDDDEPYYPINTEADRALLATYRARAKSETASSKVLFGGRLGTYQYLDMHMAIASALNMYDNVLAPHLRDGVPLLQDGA
GDH-TPI counter – counter-screen for M. tuberculosis FBA inhibitors: GDH-TPI coupled enzymes. inhibition, % at 4.8 µM. 360,000 compounds, 1.2% hits. AID 588335. GDH-TPI coupled enzyme counterscreen, NADH absorbance; in the data active means inhibition above about 30%;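 further: 0% = DMSO wells and 100% = wells lacking the enzyme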
FadD28 binding – blocks FadD28 binding to the bisubstrate probe; AID 588549; inhibition, % at 12.5 µM; 360,000 compounds, 0.22% hits; fluorescence polarization; in the data active means inhibition above about 8.5%, passing the limit was not always enough; inconclusive means no clear call, values can overlap the other calls
BoNT-F LC inh – blocks Botulinum neurotoxin F light chain protease; Multiplex microsphere protease cleavage assay, flow cytometry; inhibition, % at 10 µM; 360,000 compounds, 0.22% hits; AID 588497; in the data active means inhibition above about 35%, passing the limit was not always enough; inconclusive means no clear call, values can overlap the other calls; further: plate controls were buffer without enzyme for full effect and enzyme alone for no effect
PfHsp40 yeast – restores yeast growth despite PfHsp40 toxicity. S. cerevisiae expressing PfHsp40, growth rescue, ATP luminescence. growth rescue, % at 12.5 µM. 340,000 compounds, 0.68% hits. AID 504582; in the data active means growth rescue above about 28%, passing the limit was not always enough; inconclusive means no clear call, values can overlap the other calls;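 further: yeast W303a lacking pdr1 and pdr3 grown in galactose medium; growth measured after three days at 30 °C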
Mtb BioA inh – BioA (M. tuberculosis) enzyme inhibition; purified M. tuberculosis BioA enzyme, plate reader; inhibition, % at 9.99 µM; 360,000 compounds, 0.096% hits; AID 602481; in the data active means inhibition above about 40%; inconclusive means no clear call, values can overlap the other calls
The depositor's hits bear a star; ? = inconclusive; / = not tested or not shown. Unless noted, no stated cut-off is given here; in the data, active means inhibition above about 30%; inconclusive means no clear call, values can overlap the other calls; inactive means below that.

SMILES	Mtb FBA inh	Anthrax LF prot	BoNT-A LC inh2	Mtb UGM inh	GDH-TPI counter	FadD28 binding	BoNT-F LC inh	PfHsp40 yeast	Mtb BioA inh
Cc1ccc(S(=O)(=O)c2cc3c(=O)n4ccccc4nc3n(C)c2=N)cc1C	6.5	-2.9	2.4	0.5	-2.2	0.0	-0.5	-0.2	-0.6
Cc1sc2nc(SCC(=O)NCCCO)n(-c3ccccc3)c(=O)c2c1C	0.1	-12.8	-3.1	-1.2	10.3	-0.4	-13.9	-1.1	0.3
CC(C)Sc1nc2ncnc(N)c2[nH]1	1.6	1.7	0.3	0.6	4.7	-2.4	-0.9	-0.7	-1.5
O=C(CN1CC(c2ccccc2)CC1=O)N/N=C/c1cc(Br)ccc1O (configuration not stated)	4.9	-1.9	-0.1	0.8	1.1	-4.4	-1.2	16.6	/
CSc1ccccc1N1CCN(C(=O)Nc2ccc3c(c2)NC(=O)CO3)CC1	-0.7	-9.4	?	-1.7	12.4	-2.2	0.5	1.1	-2.1
CC1=C(CO)C(=O)OC([C@@H](C)C2CC[C@H]3C4C[C@H]5O[C@]56[C@@H](O)C=CC(=O)[C@]6(C)C4CC[C@]23C)C1 (some centres not stated)	-1.9	-4.3	0.1	-0.7	-14.7	-3.2	-10.3	1.3	-1.0
CS(=O)(=O)c1ccc2c(c1)sc1nc(=O)c(/C=C3/C=CC(=O)C(O)=C3)c(N)n12	5.9	-2.7	-0.5	-5.1	17.3	7.6	-14.6	0.0	/
CCCCCOC(=O)Cc1c(C)nc(-c2ccccc2)[nH]c1=O	1.9	-2.4	-0.2	-0.6	0.0	-0.9	-2.9	0.4	-0.4
C=CCN(c1ccccc1)S(=O)(=O)c1cccc(C(=O)Nc2cc(C)ccn2)c1	2.1	-6.1	0.8	-0.2	5.9	0.5	4.1	-1.1	-2.0
COc1ccc(S(=O)(=O)N2CCOCC2)cc1NC(=O)CN1C(=O)NC(C)(C2CC2)C1=O (configuration not stated)	1.1	-0.2	0.3	0.6	-3.9	-2.7	-8.4	-0.9	-4.4
Cn1nnnc1Sc1ncnc2scc(-c3cccc(C(F)(F)F)c3)c12	1.7	0.5	-0.2	-1.2	0.5	-1.7	10.8	0.4	1.5
CCc1ccc(S(=O)(=O)N2CC(=O)Nc3ccccc32)cc1	-3.1	-1.4	-0.3	0.4	10.4	-1.5	-1.8	-1.4	-1.1
O=C(c1ccncc1)c1ccc(N2CCN(C3CC(=O)N(Cc4cccs4)C3=O)CC2)cc1 (configuration not stated)	-4.5	-0.8	-1.6	0.8	38.0*	-0.3	-12.5	-0.2	-0.2
CCc1nn(CC(=O)N2CCC(C(N)=O)CC2)c(=O)c2cc3occc3n12	0.3	1.3	1.2	0.4	-0.4	-0.1	2.4	-0.1	11.1
COc1ccc(OC)c(C(=O)CSc2nnc(-c3cccnc3)n2C)c1	5.1	-8.2	-0.3	2.5	0.9	1.1	-3.3	-0.2	/
CCN(Cc1ccncc1)C(=O)c1cccc(S(=O)(=O)N2CCOCC2)c1	-0.4	4.4	-0.9	-1.2	3.8	0.2	1.6	1.6	-1.0
CN(C)C1=NC[C@H](Cc2ccccc2)N1CC1CCCCCC1	-0.3	-3.5	-1.3	0.8	-1.3	-0.3	-10.7	0.1	0.7
CCOc1ccc(C(=O)NCC(=O)OCc2cc(C(C)=O)ccc2OC)cc1	-0.9	2.5	-0.6	1.2	6.8	-3.3	-4.8	0.2	/
CC(CCc1ccccc1)NC(=O)c1ccc(C(=O)NC(C)CCc2ccccc2)cc1 (configuration not stated)	1.5	0.9	0.0	-2.7	0.9	-1.0	-14.1	0.1	0.0
CC1CC(c2ccccc2)n2nc(NC(=O)c3ccco3)nc2N1 (configuration not stated)	-6.1	0.0	1.8	-1.7	-9.7	-2.7	?	0.0	0.7
O=C(c1cc(-c2ccccc2)nc2ccccc12)N1CCN(C2CCS(=O)(=O)C2)CC1 (configuration not stated)	1.0	-6.4	-0.2	0.3	8.2	1.1	-8.1	0.4	-2.0
CN(CCCNC(=O)C1CCC(CNS(=O)(=O)c2ccccc2)CC1)Cc1ccccc1 (configuration not stated)	-1.7	-1.8	0.0	2.7	6.3	-4.3	2.2	-2.4	0.0
COc1ccc(S(=O)(=O)Nc2cccc3c2O[C@H](CN(C)S(=O)(=O)c2ccc(Cl)cc2)[C@H](C)CN([C@H](C)CO)C3=O)cc1	-2.4	-3.9	-0.5	-0.3	-4.9	-5.1	-8.4	22.5	12.4
C=CCOC(=O)N1Cc2ccccc2-n2nncc2C1	1.9	2.5	-0.1	/	1.0	0.6	-3.5	/	-1.7
CC1=CC(=O)C=C(C)C1=NOS(=O)(=O)c1ccccc1	0.2	-0.3	-0.6	/	2.9	-3.6	-17.9	334.8*	-1.4
Cn1c(N)c(C(=O)CSc2nnc(C3CC3)n2-c2ccccc2)c(=O)n(C)c1=O	-0.8	-3.8	-0.2	2.5	4.0	0.7	7.0	-1.4	0.0
CCCCNc1oc(-c2cccs2)nc1S(=O)(=O)c1ccccc1	4.5	0.4	4.4	1.0	16.8	0.5	5.0	0.7	-0.7
Cc1ccc(NC(=O)CSc2nnc(CCC(=O)O)c(=O)[nH]2)cc1	-0.6	1.7	-0.5	1.7	-2.0	-0.9	3.4	-1.1	-0.1
O=C(CSc1nc2ccccc2s1)Nc1ccc(C(=O)O)cc1	1.0	-5.3	0.0	2.9	1.4	-1.0	-0.1	-0.6	-0.9
O=C(COc1ccccc1O)c1cccs1	-5.7	-6.7	0.2	1.7	3.8	-3.9	1.4	1.4	-2.3
CN(CC(=O)Nc1ccccc1C(F)(F)F)C(=O)CSc1nc(N)cc(N)n1	-0.6	2.7	3.4	2.6	3.5	-2.2	-0.5	0.8	-1.1
CCOC(=O)C1CCN(C(=O)c2ccccc2N(C)S(=O)(=O)c2ccccc2)CC1	1.2	-0.5	-0.7	-2.1	7.2	-2.2	-6.9	-1.7	/
O=C(CCc1nc2ccccc2c(=O)[nH]1)N1CCN(c2ccccc2Cl)CC1	-2.8	-3.3	-0.2	-0.9	0.9	0.0	1.2	0.0	6.0
O=C(NCCCn1ccnc1)C(=O)NCC1OCCN1S(=O)(=O)c1ccccc1 (configuration not stated)	1.2	-2.6	-0.6	2.4	8.7	-0.7	-3.8	0.5	/
O=C(NCCc1c[nH]c2ccccc12)C(=O)NCC1OCCN1S(=O)(=O)c1ccc(F)cc1 (configuration not stated)	-1.9	0.1	0.2	-3.3	0.7	-3.6	-1.8	0.9	-0.4
O=C(NC1CC1)c1ccc(NC(=O)C2CCCCC2)cc1	-1.5	-2.0	-0.5	/	0.0	-4.7	0.3	-0.4	-0.3
CN1CCCC(OC(=O)c2cccc(Cl)c2)C1 (configuration not stated)	0.6	-4.9	?	-1.0	-0.5	-2.3	?	-0.9	/
Cc1ccc(C(=O)NCC(=O)Nc2ccncc2)cc1	-0.9	0.6	-0.6	-3.7	-2.1	-2.8	-1.3	-0.4	1.0
Cc1cccc(NC(=S)NNC(=O)COc2ccc(Cl)cc2Cl)c1	1.1	-1.8	-0.7	5.5	5.2	0.9	-2.6	6.9	/
O=C(CN(Cc1cccs1)C(=O)CCC(=O)Nc1nccs1)NCc1ccccc1	6.9	1.3	0.8	0.3	-1.6	0.8	6.9	-0.6	-1.2
Cn1c(=O)c2c(SCC(=O)NCc3ccco3)nc(CC(C)(C)C)nc2n(C)c1=O	-2.3	-4.3	-0.7	-1.7	8.6	-3.7	-0.8	1.3	-0.6
Cc1sc2nc(CN3CCCC3)nc(N3CCC(C(N)=O)CC3)c2c1C	5.2	2.1	2.1	-0.2	4.1	-1.7	5.8	-1.8	/
Cc1cccc(S(=O)(=O)Nc2ccc(C)c3c2OC(C)(C)C3)c1	-2.7	-1.9	-0.9	0.0	3.9	-2.6	-32.4	1.0	1.4
CCC(=O)/C=C1\Sc2ccccc2N1CC	-3.7	-0.5	0.2	2.8	19.6	-3.0	-1.1	-0.8	/
O=C(COc1ccc(Cl)cc1)Nc1ccc(N2CCN(C(=O)c3ccco3)CC2)cc1	2.2	-7.4	-3.1	1.5	17.5	-2.0	-28.7	4.4	-1.0

Whole records as entered above. Order of values: Mtb FBA inh	Anthrax LF prot	BoNT-A LC inh2	Mtb UGM inh	GDH-TPI counter	FadD28 binding	BoNT-F LC inh	PfHsp40 yeast	Mtb BioA inh
O=C(CCc1nc2ccccc2c(=O)[nH]1)N1CCN(c2ccccc2Cl)CC1 in the list: -2.8	-3.3	-0.2	-0.9	0.9	0.0	1.2	0.0	6.0
Cn1c(=O)c2c(SCC(=O)NCc3ccco3)nc(CC(C)(C)C)nc2n(C)c1=O in the list: -2.3	-4.3	-0.7	-1.7	8.6	-3.7	-0.8	1.3	-0.6
CN1CCCC(OC(=O)c2cccc(Cl)c2)C1 (configuration not stated) in the list: 0.6	-4.9	?	-1.0	-0.5	-2.3	?	-0.9	/
Cc1sc2nc(CN3CCCC3)nc(N3CCC(C(N)=O)CC3)c2c1C in the list: 5.2	2.1	2.1	-0.2	4.1	-1.7	5.8	-1.8	/

The listing continues:
SMILES	Mtb FBA inh	Anthrax LF prot	BoNT-A LC inh2	Mtb UGM inh	GDH-TPI counter	FadD28 binding	BoNT-F LC inh	PfHsp40 yeast	Mtb BioA inh
O=C(N/N=C/C=C/c1ccccc1)c1ccccc1Br	-2.0	-7.0	-2.7	0.4	24.5	-1.9	-5.8	-0.4	-0.1
Cc1ccc(/C(N)=N/OC(=O)Oc2ccccc2)cc1	1.6	-1.1	-2.2	-0.6	-6.0	0.5	-10.7	-1.6	-0.4
COC(=O)c1cn(-c2ccccc2)nc1-c1ccccc1	35.7*	-0.9	-0.3	-3.0	-7.5	1.8	-10.8	-1.2	2.7
CC(C)(C)NC(=O)CCCSc1nc2ccccc2s1	0.8	-0.9	-0.2	1.4	1.6	-2.1	-4.3	-1.3	/
O=C(O)CSc1nc(-c2ccccc2)nc2c1CCCC2	0.7	-6.7	-0.4	1.6	4.3	-5.1	0.8	0.3	0.3
CC(Sc1nnnn1C1CC1)C(=O)N1CC(=O)Nc2ccccc21 (configuration not stated)	-1.9	3.5	-0.2	-2.6	1.4	-4.0	-4.7	-0.6	0.3
COc1ccc(OC)c(S(=O)(=O)N2CCN3CCCC3C2)c1 (configuration not stated)	0.2	6.0	0.0	0.5	13.3	-3.2	-32.8	-0.3	-0.7
C=CCn1c(CSc2nc3ccccc3s2)nnc1SCC(=O)NCCN1CCOCC1	1.1	4.8	3.5	1.5	-14.8	-5.4	11.1	0.1	0.4
CCOC(=O)C1=C(C)NC(=O)NC1c1ccc(OCC(N)=O)cc1 (configuration not stated)	2.6	4.8	0.8	-0.8	9.7	0.5	-2.9	-0.8	-3.2
COc1ccc(-c2nnc(NC(=O)c3ccc(S(=O)(=O)N(C)CC4CCCO4)cc3)o2)c(OC)c1 (configuration not stated)	0.1	4.8	5.6	2.3	16.1	-2.3	6.3	3.7	-0.5
Cc1cc(NC(=O)c2cc3n(n2)C(C(F)(F)F)CC(c2ccco2)N3)n(-c2ccccc2)n1 (configuration not stated)	-0.3	-4.9	-0.9	2.7	-5.6	-0.6	-6.4	-1.5	/
COc1cc2c(C(=O)NCCCN3CC(C)CC(C)C3)cn(CC(C)C)c(=O)c2cc1OC (configuration not stated)	2.0	-0.5	0.1	3.6	-3.7	-2.2	-0.5	0.8	/
O=C1CCC(=O)N1c1ccc(NCCc2ccccc2F)c([N+](=O)[O-])c1	0.3	8.3	-0.4	-4.3	10.0	-0.6	-0.4	0.6	-1.6
O=C(/C=C/c1ccc(Cl)cc1Cl)NC(=S)Nc1ccccn1	0.8	-1.0	-0.3	1.3	5.3	-2.0	3.7	0.1	-1.1
Cc1cccc(C(=O)NNS(=O)(=O)c2ccc(F)cc2)c1O	0.0	6.5	-6.0	-4.8	12.4	?	?	-0.8	-0.2
CCC1ON(C(C)C)C2c3nc4ccccc4n3CC12 (configuration not stated)	2.0	-6.4	-1.2	-1.6	5.2	0.0	-9.9	0.0	-0.8
O=C(CSc1nnnn1-c1ccccc1)N1CCc2ccccc2C1	1.2	-1.6	-0.6	0.1	-6.4	-2.6	-0.2	-1.2	1.4

High-throughput results as filed in PubChem BioAssay.

Rows are unselected. Share with any hit: about 4.7%.
